# Apaf1 inhib: inhibitors of human Apaf-1 apoptosome, primary screen, biochemical, DEVD-Rh110 fluorescence, uHTS | hit rate 0.71% among 330,000 | inhibition, % at 20 µM | Apoptotic protease-activating factor 1 (Homo sapiens), O14727 | AID 489030, 2010 | reconstituted apoptosome caspase-3 activity; active = inhibition of at least 40% at 20 µM;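 also: plate controls were DMSO wells for no effect and DEVD-CHO caspase inhibitor wells for full effect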
#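 Assay system – apoptosome proteins · Medium – Hepes buffer, pH 7.5 · Also added – cytochrome c with DEVD-Rh110 · Timing – 30 min compound preincubation, 50 min activation, room temperature · Detection – Rh110 fluorescence, excitation 480 nm, emission 540 nm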
# SENP6 inh: SENP6 protease inhibitors, primary screen, biochemical, luminescence, uHTS; Sentrin-specific protease 6 (Homo sapiens), Q9GZR1; Recombinant SENP6 catalytic domain, aminoluciferin luminescence; hit rate 1.8% among 330,000; inhibition, % at 10 µM;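 active = inhibition above about 50% at the single tested dose, limit read from the data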;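 also: plate controls were DMSO wells with enzyme for no effect and DMSO wells lacking enzyme for full effect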
# Target sequence (Q9GZR1 628-1112 limits assumed): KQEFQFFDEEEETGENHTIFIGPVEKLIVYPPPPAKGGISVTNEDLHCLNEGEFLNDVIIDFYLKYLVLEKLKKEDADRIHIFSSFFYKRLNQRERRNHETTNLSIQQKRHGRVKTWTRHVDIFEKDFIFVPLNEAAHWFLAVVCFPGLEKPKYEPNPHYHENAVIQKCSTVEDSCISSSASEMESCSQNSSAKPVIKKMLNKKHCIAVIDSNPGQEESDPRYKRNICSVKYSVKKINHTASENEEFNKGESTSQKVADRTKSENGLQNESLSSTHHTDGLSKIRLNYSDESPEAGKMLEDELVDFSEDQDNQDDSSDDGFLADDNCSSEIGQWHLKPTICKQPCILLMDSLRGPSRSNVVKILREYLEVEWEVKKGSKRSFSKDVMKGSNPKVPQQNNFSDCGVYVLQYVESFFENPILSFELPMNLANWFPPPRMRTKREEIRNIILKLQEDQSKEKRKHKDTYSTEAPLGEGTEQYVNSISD
# SENP8 block-1: SENP8 protease inhibitors, primary screen, biochemical, luminescence | Sentrin-specific protease 8 (Homo sapiens), Q96LD8 | purified SENP8, Z-RLRGG-aminoluciferin cleavage | inhibition, % at 10 µM | hit rate 1.2% among 330,000 | AID 2540, 2010; in the data active = inhibition above about 50%
# Target sequence (Q96LD8 whole entry, looked up): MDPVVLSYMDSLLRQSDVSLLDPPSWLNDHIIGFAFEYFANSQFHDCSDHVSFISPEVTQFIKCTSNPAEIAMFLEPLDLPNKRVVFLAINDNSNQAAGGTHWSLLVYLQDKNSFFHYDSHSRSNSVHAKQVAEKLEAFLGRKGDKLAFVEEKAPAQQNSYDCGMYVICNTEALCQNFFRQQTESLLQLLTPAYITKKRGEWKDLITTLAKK
# SENP7 block: SENP7 protease inhibitors, primary screen, biochemical, luminescence, uHTS; hit rate 1.5% among 330,000; inhibition, % at 5 µM; recombinant SENP7, Z-RLRGG-aminoluciferin luminescence, 40 min;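 active = inhibition above about 50% at the single test dose, limit read from the data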;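 also: plate controls were DMSO with enzyme for no effect and no enzyme buffer wells for full effect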
# Target sequence (Q9BQF6 706-1050 limits assumed): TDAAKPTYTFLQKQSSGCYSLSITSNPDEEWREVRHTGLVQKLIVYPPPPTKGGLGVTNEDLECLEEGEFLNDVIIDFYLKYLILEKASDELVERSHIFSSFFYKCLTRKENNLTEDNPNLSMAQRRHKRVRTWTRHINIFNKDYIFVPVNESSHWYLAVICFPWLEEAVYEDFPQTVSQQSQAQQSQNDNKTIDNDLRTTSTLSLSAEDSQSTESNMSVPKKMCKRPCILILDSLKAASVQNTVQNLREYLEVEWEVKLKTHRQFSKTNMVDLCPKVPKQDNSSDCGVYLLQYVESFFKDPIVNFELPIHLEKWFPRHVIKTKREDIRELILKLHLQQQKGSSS
# SENP8 block-2: human SENP8 protease inhibitors, primary screen, biochemical, fluorescence, Nedd8 protein substrate, uHTS; Sentrin-specific protease 8 (Homo sapiens), Q96LD8; AID 602440, 2012; hit rate 0.64% among 360,000; inhibition, % at 20 µM; recombinant SENP8; in the data active = inhibition mostly above about 40%, no sharp cut-off; inactive = mostly below about 27%
# PfGluPho inh: PfG6PD enzyme inhibitors, primary screen, biochemical, fluorescence intensity, uHTS | glucose-6-phosphate dehydrogenase-6-phosphogluconolactonase (Plasmodium falciparum 3D7) | PfGluPho enzyme, NADPH resazurin-diaphorase fluorescence | inhibition, % at 20 µM | hit rate 0.78% among 350,000;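 active = inhibition reaching at least a set limit at 20 µM in the primary screen, cut at about 59% in these data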;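 also: 0% = DMSO wells with substrate and 100% = DMSO wells lacking glucose-6-phosphate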
# SENP1 inh: human SENP1 catalytic domain inhibitors, primary screen, biochemical, FRET, uHTS. inhibition, % at 10 µM. recombinant SENP1 catalytic domain, CyPet-SUMO1-YPet FRET cleavage. AID 624204, 2012. hit rate 0.21% among 360,000;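 active = inhibition at least 30% at 10 µM, raw YFP signal under a set limit, fluorescence ratio 0.5 to 1.5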;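 also: 0% = enzyme with DMSO and 100% = no enzyme wells; some results filed as inactive read as strong as hits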
#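 Assay system: hSENP1 catalytic domain, recombinant. Amount: SENP1 enzyme, 20 pM final. Schedule: 50 min reaction, RT, dark. Technique: FRET, CFP and YFP emission. Control set: no-enzyme wells low, DMSO-plus-enzyme wells high control.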
# NLRP3 yeast inh: NALP3 inflammasome inhibitors in reconstituted yeast, primary screen, luminescence, uHTS; Yeast reconstituted NLRP3/ASC/caspase-1, beta-gal luminescence, 24 h; hit rate 0.39% among 330,000; inhibition, % at 10 µM; AID 2825, 2010;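 active = inhibition of 50% or more; inactive = inhibition below 50%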;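 also: plate controls were induced DMSO wells for no effect and uninduced yeast grown without galactose for full effect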
# HKDC1 inhibitor: HKDC1 hexokinase inhibitors, primary screen, biochemical, fluorescence, uHTS; Q2TB90; recombinant HKDC1, G6PDH/diaphorase resazurin coupled fluorescence; inhibition, % at 20 µM; hit rate 0.16% among 340,000; AID 493160, 2011;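 active = inhibition above about 35% when tested at 20 µM, limit read from the data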;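 also: plate controls were DMSO wells with enzyme for no effect and DMSO wells lacking enzyme for full effect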
#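 Assay system – recombinant HKDC1 (HK5) hexokinase enzyme, produced in-house · Input – HKDC1 at 5 µg/mL · Reagent – glucose plus 1 mM ATP as hexokinase substrates · Timing – 90 min reaction incubation at room temperature, dark · Measured by – G6PDH/diaphorase-coupled fluorescence, 1 mM NADP, 100 µM resazurin, 525/613 nm · Benchmarks – DMSO-enzyme wells negative, buffer-substituted wells positive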
# An asterisk follows results filed as active; . = no result given. Compounds were not picked by outcome. About 4.1% of those tested had a hit in this group.
SMILES,Apaf1 inhib,SENP6 inh,SENP8 block-1,SENP7 block,SENP8 block-2,PfGluPho inh,SENP1 inh,NLRP3 yeast inh,HKDC1 inhibitor
CC(Oc1ccc(F)cc1)C(=O)Nc1ccccc1N1CCCCC1 (stereo not given),13,3,-9,-7,-4,24,0,0,-2
O=C(COc1ccccc1Cl)Nc1cccc(S(=O)(=O)N2CCCC2)c1,10,-8,-15,-7,-32,0,-3,-37,0
O=C(c1cc(COc2c(F)cccc2F)on1)N1CCC(c2ccccc2F)C1 (stereo not given),24,-12,-9,-1,5,-12,-1,26,6
O=[N+]([O-])c1cc(F)c2cccnc2c1O,64*,7,-3,10,52*,33,4,0,17
CC(C)CN(CCCNC(=O)CN1C(=O)COc2ccc(S(=O)(=O)N3CCCCCC3)cc21)CC(C)C,2,3,-2,-5,12,4,3,24,-2
Clc1nc2ccccc2nc1-c1ccccc1,-1,-3,-3,-7,13,7,1,-36,-3
C=CCc1cc(/C=C2/NC(=O)N(CC(=O)OC)C2=O)cc(OC)c1O,14,-5,-2,-1,-390,0,-1,-5,-3
CCOc1ccc(N(CC(=O)Nc2ccccc2)S(C)(=O)=O)cc1,3,6,-2,-5,9,8,1,12,-9
CC(C)Oc1ccc(Cc2n[nH]c(=S)n2Cc2ccccc2)cc1Cl,-15,-5,7,4,12,8,2,23,2
O=C(COC(=O)CCC(=O)c1ccc(F)cc1)Nc1ccccc1,-10,-14,-2,2,3,-10,5,19,10
Cc1c(C)c2ccc(OCC(=O)Nc3ccc(CN4CCOCC4)cc3)cc2oc1=O,2,-7,-1,2,-398,-3,0,11,-2
COc1cc(C(=O)NC(=S)Nc2ccc(Cc3ccncc3)cc2)cc(OC)c1OC,25,-18,-8,-13,17,-4,1,9,0
O=C(Nc1ccc(-c2ccccc2)cc1)c1ccccc1,-9,10,1,0,-64,-1,-1,4,5
O=C(NCc1ccc(F)cc1)c1ccncc1,2,13,2,2,2,4,1,4,-5
O=C(NCc1cccnc1)C1CCCN(S(=O)(=O)c2ccccc2)C1 (stereo not given),-15,-13,-2,1,18,-18,2,0,-6
O=C(Nn1c(C2CC2)nc2ccccc2c1=O)c1ccco1,-16,-15,-3,1,6,-19,1,-5,13
COc1ccc(NS(=O)(=O)c2cccc(-c3nnc(-c4ccccc4)o3)c2)cc1,13,-6,-3,3,4,3,-1,16,4
CC(C)c1ccc(/C=N/NC(=O)c2cccc(Cl)c2)cc1,.,.,.,.,0,10,1,.,-4
Cn1c(N)c(C(=O)CSc2nn(-c3ccccc3)c(=S)s2)c(=O)n(C)c1=O,18,4,3,4,8,20,-5,12,6
COc1cc2c(cc1OC)C(C(=O)Nc1ccc(F)c(Cl)c1)CC(=O)N2 (stereo not given),-9,8,4,-4,-12,-1,-1,8,-6
CN(Cc1ccccc1)C(=O)CCS(=O)(=O)c1ccc2c(c1)NC(=O)CS2,2,-8,-6,3,12,-4,3,13,-6
Cn1cc(S(=O)(=O)CC(=O)N2CCc3ccccc32)c2ccccc21,2,-10,-5,-1,14,74*,-1,1,1
CCN(CC(=O)Nc1c(F)cccc1F)C(=O)CCCOc1ccc(OC)cc1,17,0,-3,-2,7,2,3,27,-4
Cc1sc2ncnc(NCC3(N4CCOCC4)CCCCC3)c2c1C,6,14,-3,4,25,29,0,19,26
COc1ccc(C2/C=C\CN(S(=O)(=O)/C=C/c3ccccc3)CC(=O)N2Cc2ccc(F)cc2)cc1 (stereo not given),8,10,-1,-5,4,-1,1,7,3

# (next part)
SMILES,Apaf1 inhib,SENP6 inh,SENP8 block-1,SENP7 block,SENP8 block-2,PfGluPho inh,SENP1 inh,NLRP3 yeast inh,HKDC1 inhibitor
Cc1ccc(-c2cc(C(F)F)n3ncc(C(=O)Nc4cn(C)nc4C)c3n2)cc1,9,9,7,11,-8,21,0,-2,7
CCN(CC)S(=O)(=O)c1ccc(N2CCCC2)c(NC(=O)C2CSC3(C)CCC(=O)N23)c1 (stereo not given),9,-4,6,-3,-1,9,-3,-6,-4
CC(NC(=O)OC1CCCCC1)N1C(=O)C2C3C=CC(C3)C2C1=O (stereo not given),-2,-12,-10,-3,23,-20,1,9,-7
Cc1ccc(N2CCOCC2)c2c1C(=O)c1ccccc1C2=O,-1,-2,4,-2,23,-3,1,18,-5
O=C(c1cccs1)N(Cc1ccco1)c1nc(-c2ccc(F)cc2)cs1,12,-17,-1,4,11,13,-1,-6,8
N#Cc1ccc(C(=O)N2CCC3CC2c2cc(-c4ccccc4)ccc23)cc1 (stereo not given),.,.,.,.,8,14,0,.,-4
Cc1ccc(C(C(=O)NC2CCCCC2)N(Cc2cccnc2)C(=O)C2COc3ccccc3O2)o1 (stereo not given),2,-8,-3,5,8,-11,2,-12,-7
O=C(O)COc1ccc(Br)cc1/C=N/O,1,-5,0,3,32,-20,4,10,0
CCc1nnc(NC(=O)CCc2c[nH]c3ccccc23)s1,6,23,-7,-5,-13,16,-6,2,-10
CN(Cc1ccccc1)c1oc(-c2ccco2)nc1C#N,41*,-4,6,0,-387,-6,-1,16,-1
CCC(Oc1ccccc1)C(=O)NC1CCCCCC1 (stereo not given),0,3,5,-1,10,10,2,13,-4
CCCCn1c(=O)c(C(C)=O)c(O)c2ccccc21,0,-18,3,1,-410,-2,-5,5,1
Cc1ccc(/C=C/C(=O)Nc2ccc([N+](=O)[O-])cc2)o1,-11,-9,-5,-1,14,88*,1,14,0
Cc1cnc(NC(=O)c2sc3ccccc3c2Cl)s1,3,80*,66*,84*,-98,57,-1,26,-3
C=CCn1c(-c2cc(-c3ccc(C)cc3)nc3ccccc23)n[nH]c1=S,16,10,4,2,-27,11,5,19,5
Cn1c(=O)oc2cc(S(=O)(=O)Nc3cccc(C(=O)O)c3)ccc21,3,0,-10,-1,15,-20,2,7,-14
O=C(Oc1ccccc1-c1nnco1)c1ccccc1,6,-9,-8,-6,17,-13,-2,7,-11
Cc1cc(C)cc(C(=O)NCCn2cc(SCC(=O)N3CCOCC3)c3ccccc32)c1,13,-6,-2,3,0,3,1,27,-2
O=C(N/N=C/c1c[nH]c2ccc(Br)cc12)c1ccccn1,-1,-19,-11,-1,-150,11,-1,29,-4
N/C(Cc1ccc([N+](=O)[O-])cc1)=N\OC(=O)c1cccc(Br)c1,19,20,0,5,17,8,3,19,4
O=S(=O)(Nc1nc2ccc(Cl)cc2s1)c1cccs1,6,-7,-1,7,16,-19,3,-4,3
O=C(C1CCC(Cn2c(=O)[nH]c3ccccc3c2=O)CC1)N1CCN(c2ccccc2)CC1 (stereo not given),18,-1,-15,-21,12,8,1,22,-5
CC(C)c1nnc(SCc2ccc(CSc3nnc(C(C)C)n3N)cc2)n1N,-4,-6,3,3,34,-12,-14,4,-3
Cn1nc(-c2ccc(Cl)cc2)c2cc(C(=O)NCC3CCCO3)sc21 (stereo not given),9,-6,-4,-2,-353,22,1,28,20
C=CCN1C(=O)c2ccc(C(=O)N(C)CC(=O)Nc3cccc(F)c3)cc2C1=O,5,-11,-7,-4,1,14,2,8,-7

# New compounds follow
SMILES,Apaf1 inhib,SENP6 inh,SENP8 block-1,SENP7 block,SENP8 block-2,PfGluPho inh,SENP1 inh,NLRP3 yeast inh,HKDC1 inhibitor
CC(C)c1ccc(NC(=O)c2cc([N+](=O)[O-])ccc2N2CCOCC2)cc1,3,-5,0,4,3,20,-1,37,-3
Cc1cccnc1NC(=O)c1ccc2c(c1)NC(=O)C(C)S2 (stereo not given),2,-6,-1,3,4,3,4,5,-8
COCc1ccc(C(=O)NC2CCSc3ccccc32)cc1 (stereo not given),2,-4,0,3,-3,-8,1,12,-5
COc1ccc(C)cc1S(=O)(=O)N1CCCCCC1,-4,8,-1,6,25,-5,0,-21,1
CCc1ccccc1Oc1coc2cc(O)ccc2c1=O,-3,5,-6,0,-309,-26,-6,13,7
COc1cc2[nH]c(C(=O)N3CC(C)OC(C)C3)cc2c(OC)c1OC (stereo not given),0,7,-5,3,-36,2,4,2,3
CC(O)Cc1cn(CC(=O)N2CCNCC2)nn1 (stereo not given),15,5,-1,0,13,1,0,15,0
O=C(COC(=O)C1CCN(c2ccc(C(F)(F)F)cn2)CC1)c1ccccc1Cl,21,-9,-5,1,-17,28,0,29,0
O=C(c1ccc(NC(=S)NCc2ccc(Cl)cc2)cc1)N1CCCCC1,12,-11,4,6,9,6,0,28,1
Cc1cccc(NC(=O)CCN2C(=O)c3ccccc3C2=O)n1,1,-12,-10,0,19,12,2,18,-5
COc1ccc(-n2ncc3c2CC(C)(C)CC3NC(=O)c2cn[nH]c2)cc1 (stereo not given),-2,0,-7,8,-5,-11,0,2,-2
CC(=O)Nc1ccc(NC(=O)CNC(=O)c2cccc(C)c2)cc1,2,-36,-11,-13,4,-8,-1,4,-7
Cc1cc(C)cc(NC(=S)N2CCN(c3ccccn3)CC2)c1,2,-3,-1,18,1,-6,10,19,6
COc1ccc(NS(=O)(=O)c2ccc3nc(COc4ccc5ccccc5c4)[nH]c3c2)cc1,12,-11,-15,-14,-6,-5,-18,1,14
Cc1ccc(S(=O)(=O)N2CCN(C(=O)CCC(=O)NCCc3ccc(F)cc3)CC2)cc1,0,-6,-9,-1,2,7,0,15,-11
CCCCSCCCNC(=O)CS(=O)Cc1nc(-c2cccc(C)c2)oc1C (stereo not given),11,-4,6,4,7,-6,-1,7,-1
CCOP1(=O)OCC2OC(n3cnc4c(N)ncnc43)C(O)C2O1 (stereo not given),-4,-21,6,9,16,5,0,-1,-1
COc1ccc(C2(CNC(=O)CCC(=O)O)CCCC2)cc1,-8,-10,0,-10,14,9,-1,10,3
Cn1cnnc1Sc1ccc(/C=C(\CC(=O)O)c2nc3ccccc3s2)cc1[N+](=O)[O-],0,-18,-3,-6,22,0,0,7,-3

# Compound profiles (already shown). Order of values: Apaf1 inhib, SENP6 inh, SENP8 block-1, SENP7 block, SENP8 block-2, PfGluPho inh, SENP1 inh, NLRP3 yeast inh, HKDC1 inhibitor
# CCCCSCCCNC(=O)CS(=O)Cc1nc(-c2cccc(C)c2)oc1C (stereo not given) across the screens: 11, -4, 6, 4, 7, -6, -1, 7, -1
# CC(=O)Nc1ccc(NC(=O)CNC(=O)c2cccc(C)c2)cc1 across the screens: 2, -36, -11, -13, 4, -8, -1, 4, -7
# Cc1cc(C)cc(NC(=S)N2CCN(c3ccccn3)CC2)c1 across the screens: 2, -3, -1, 18, 1, -6, 10, 19, 6
